# Screens (PubChem BioAssay)
# A350 autofl = compound fluoresces in the Alexa 350 spectral region; Compound autofluorescence, 340/450 nm, Alexa 350 dye-equivalents; stronger effect = higher value; hit rate 11% among 59,000; max dye-equivalent concentration, M; in the data active = max dye-equivalent concentration above about 10 nM; inconclusive = mostly about 1.1 nM to 9.6 nM
# FLuc inh = inhibitors of firefly luciferase; Potency, µM (top dose mostly 57.1 µM), inactives show top-dose activity change, negative = inhibition, actives largely listed as inhibitors; P08659; hit rate 2.2% among 72,000; purified firefly luciferase, luminescence, 8 min; AID 411; note: potency is the fitted concentration of half-maximal effect; % is set by controls: 0 for no effect and ±100 for the full control effect; nearly all actives have a fitted effect of over 40% in size
# Target sequence (P08659 whole entry, looked up): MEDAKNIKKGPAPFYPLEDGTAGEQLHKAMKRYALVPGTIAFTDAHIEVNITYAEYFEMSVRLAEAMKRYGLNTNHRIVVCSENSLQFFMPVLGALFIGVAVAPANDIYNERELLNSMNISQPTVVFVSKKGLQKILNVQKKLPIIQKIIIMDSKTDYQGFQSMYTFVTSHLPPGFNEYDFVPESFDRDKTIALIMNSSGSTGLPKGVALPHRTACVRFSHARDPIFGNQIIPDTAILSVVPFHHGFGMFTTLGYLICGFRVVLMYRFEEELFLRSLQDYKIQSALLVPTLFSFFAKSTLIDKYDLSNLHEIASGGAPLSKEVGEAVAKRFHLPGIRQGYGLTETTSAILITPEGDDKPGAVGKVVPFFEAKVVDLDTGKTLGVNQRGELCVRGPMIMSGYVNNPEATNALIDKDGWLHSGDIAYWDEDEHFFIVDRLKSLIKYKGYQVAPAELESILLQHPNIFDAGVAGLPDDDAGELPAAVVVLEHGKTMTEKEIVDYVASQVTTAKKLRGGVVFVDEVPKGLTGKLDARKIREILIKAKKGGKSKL
#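 qHTS concentration-response profiling: light output of P. pyralis luciferase with luciferin and 10 uM ATP, imidazole buffer pH 7.2. Read by luminescence after 8-min room-temperature incubation.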
# HBB splice mod = hemoglobin beta splicing modulation. Potency, µM (doses to about 46.1 µM), for inactives: at the highest dose activation, hits mostly activators. hit rate 0.06% among 65,000. HBB splicing reporter cell assay, activation; EGFP reporter with mutant IVS2-654 intron; response scale: normalised to 500 nM splice-correcting PNA; note: potency is the fitted concentration of half-maximal effect; 0% is about no effect
#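 Compounds were applied for 2 days to HeLa EGFP-654 cells, 500/well in Optimem with 2% FCS. The reporter's EGFP is disrupted by mis-splicing of beta-globin intron IVS2-654. Readout: summed well GFP fluorescence from 488 nm laser scanning; reference was 500 nM antisense […] 654 PNA.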
# Texas Red fluor = compounds fluorescent in Texas Red spectral region; hit rate 0.06% among 59,000; Compound fluorescence, Texas Red channel, 547/618 nm; stronger effect = higher value; max dye-equivalent concentration, M; in the data active = max dye-equivalent concentration above about 10 nM; inconclusive = between about 1.1 nM and that limit
#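 Compound titrations in 100 mM Tris pH 8.0 were incubated 15 min at room temperature and read at 547 nm excitation / 618 nm emission. Texas Red six-point standard curve on each plate converted fluorescence to dye-equivalent concentration.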
# ERK AVP block = inhibitors of vasopressin-stimulated ERK signaling pathway; HEK293-V1b, vasopressin-stimulated pERK AlphaScreen; Potency, µM (top dose mostly 57.5 µM), for inactives: top-dose activity, negative = inhibition, actives largely listed as inhibitors; hit rate 0.99% among 72,000; AID 995; note: potency is the fitted concentration of half-maximal effect; % is set by controls: 0 for no effect and ±100 for the full control effect; nearly all actives have a fitted effect of over 55% in size
#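 V1b-HEK293 cells; cpd 30 min 37C; 25 nM vasopressin 5 min; lyse 10 min; AlphaScreen beads 5 hr RT. Normalized to DMSO basal and 25 nM vasopressin; AC50 by Hill fit.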
# Hsp90 Hop PPI = changes Hsp90-Hop TPR2A binding signal, up or down; Potency, µM (series often up to 57 µM), for the others: at the top dose activity change, negative = inhibition; hit rate 0.44% among 71,000; AlphaScreen TPR2A-His6 binding biotin-Hsp90 C-terminal peptide; active = well fitted curve in either direction with a large enough effect; inconclusive = small, poorly fitted or top-dose-only effect, or another doubt; note: potency is the fitted concentration of half-maximal effect; % is set by controls: 0 for no effect and ±100 for the full control effect; many of its hits are not listed in these tables
# Fluorescein autfl = compound fluoresces in the fluorescein spectral region. Compound autofluorescence, 480/540 nm, fluorescein-equivalent; stronger effect = higher value. max fluorescein-equivalent concentration, M. hit rate 0.91% among 59,000. AID 593; in the data active = max fluorescein-equivalent concentration above about 10 nM; inconclusive = between about 1.1 nM and that limit
#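 Values reflect compound autofluorescence, normalized to fluorescein on the same plate and reported at each tested concentration. Conditions: 100 mM Tris pH 8.0, room temperature, 15 min, excitation 480 nm, emission 540 nm.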
# 4-MU autofl = compounds fluorescent in 4-MU spectral region | hit rate 11% among 59,000 | max dye-equivalent concentration, M | AID 589 | compound autofluorescence, 340/450 nm, 4-MU equivalents; stronger effect = higher value; in the data active = max dye-equivalent concentration above about 10 nM; inconclusive = mostly about 1.1 nM to 9.6 nM
#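 Intrinsic fluorescence at 340/450 nm (ex/em) was read after 15 min at room temperature in pH 8.0, 100 mM Tris. Each compound concentration expressed as 4-MU-equivalent concentration from a six-point 4-MU standard series on each plate.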
# GFP derepression = epigenetic modulators derepressing GFP locus in mouse cells; mouse C127i GFP locus derepression, cytometry, 30 h; Potency, µM (doses to about 46.1 µM), for the others: top-dose GFP derepression (activation); hit rate 0.09% among 68,000; note: % of control where 0% means no effect
#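 Derepression screen: silenced CMV-GFP reporter in murine C127i cells, 30 h compound incubation at 37 C, washed cells imaged by laser-scanning cytometer to enumerate GFP-expressing objects of 20 to 120 um.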
# CRE-bla Fsk = modulators of forskolin-stimulated CRE signaling in CHO cells | CHO CRE-bla reporter (cAMP response element driving beta-lactamase), forskolin EC10, beta-lactamase ratio | Potency, µM (series often up to 38.2 µM), inactives show at the highest dose activity change, negative = inhibition, most hits filed as activators | hit rate 2.5% among 71,000; active = well fitted activation curve with a large enough effect in the signal ratio, with a control signal flat, not every such curve was filed as active; inconclusive = small, poorly fitted or top-dose-only effect, or effect the other way, or a change in a side signal; the % refers to the signal ratio; note: potency is the fitted concentration of half-maximal effect; % of control where 0% means no effect
#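 Beta-lactamase reporter under a cAMP responsive element in CHO cells; compounds tested in titration series against EC10 NKH 477, 3 h at 37 °C. Read-out: CCF4 FRET ratio 460nm/530nm (excitation 405nm) giving %Activity, fitted to AC50.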
# UbGFP stabilizer = inhibits proteasome, raising ubiquitin-GFP reporter fluorescence. AID 526. 67,000 tested, under 10 active. Ubiquitin-GFP reporter cells, proteasome inhibition, GFP fluorescence; response scale: untreated = 0%, 10 µM MG-132 = 100%. Potency, µM (highest dose often 45.9 µM), without a hit: at the highest dose activation (GFP accumulation), usual class: activators; active = well fitted activation curve with a large enough effect, not every such curve was filed as active; inconclusive = small, poorly fitted or top-dose-only effect, or another doubt; inactive = no such curve, though single readings can be large or run the other way; note: potency is the fitted concentration of half-maximal effect
#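 GFP accumulation read-out: laser plate cytometry counting ubiquitin(G76V)-GFP-expressing U2OS cells after 4 hr compound exposure at 37 °C. Titrations spanned 46 uM to 2.9 nM; 0% = basal, 100% = 10 uM MG-132; concentration-response curves fitted.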
# * hit, by the source's call; i = inactive; u = inconclusive; x = not tested or not shown; [ ] = dose if it differs, or a comment. Unless noted, calls come from the whole dose curve; as a rule, active = well fitted curve in the direction sought with a large enough effect; inconclusive = small, poorly fitted or top-dose-only effect, or another doubt; inactive = no such curve, though single readings can be large; an effect the other way counts as inactive or inconclusive. Only part of the results is shown, so the mix of outcomes need not match the whole.
SMILES	A350 autofl	FLuc inh	HBB splice mod	Texas Red fluor	ERK AVP block	Hsp90 Hop PPI	Fluorescein autfl	4-MU autofl	GFP derepression	CRE-bla Fsk	UbGFP stabilizer
CCOC(=O)c1oc2cc(O)c(CC)cc2c(=O)c1-c1ccc2c(c1)OCCO2	x	-8%	-0.6%	x	u	-7%	x	x	9%	-18%	-10%
COc1cccc(CNC(=O)C2CCCN(S(=O)(=O)c3cnc[nH]3)C2)c1 (stereo unspecified)	x	0%	-0.6%	x	13%	u	x	x	0%	-8%	0%
CCOC(=O)c1sc(NC(=O)c2ccco2)nc1-c1ccccc1	x	2%	-1.0%	x	x	-5%	x	x	x	u	1%
CCOC(=O)N1CCC(NC(=O)c2cc(S(=O)(=O)N3CCC4(CC3)OCCO4)ccc2F)CC1	u	-2%	0.4%[1.84 µM]	i	-3%	-1%	i	u	0%	12%	-6%
O=C(Nc1ccon1)c1sc2cc(F)ccc2c1Cl	i	-14%	2.1%	i	6%	0%	i	i	1%	-11%	2%
CCc1nnc(NC(=O)CCN2C(=O)CCC2=O)s1	x	2%	3.0%[0.0738 µM]	x	-5%	-8%[11 µM]	x	x	-4%	u	0%[9.17 µM]
C=CCc1c(C)nn(CC(=O)O)c1-c1ccccc1	i	4%	4.9%	i	4%	-1%	u	i	3%	-10%	10%
CCOC(=O)N1CCN(C(=O)COc2ccc(Br)cc2Cl)CC1	x	1%	-2.1%	x	4%	0%	x	x	5%	13%	-9%
CCOc1cc(C2C(C(=O)OC)=C(C)N=C3SCCC(=O)N32)ccc1OC(C)=O (stereo unspecified)	i	1%	0.1%	i	14%	-6%	i	i	2%	25%	-6%
CC(C)CNC(=O)c1ccccc1NC(=O)c1ccc(CN2CCOCC2)cc1	i	-7%	-1.5%	i	-15%	-2%	i	i	0%	15%	4%
O=C(c1ccccc1F)N1CCN(Cc2cccc(Cl)c2)CC1	i	4%	x	i	27%	-3%	i	i	-1%	-5%	-1%
COc1ccc(S(=O)(=O)N2CCCCC2)cc1C(C)C	i	0%	-1.0%	u	-9%	17%	i	i	-5%	-12%	-2%
CCOc1ccc(N(Cc2cc3cc(OC)ccc3[nH]c2=O)C(=O)C2CCCO2)cc1 (stereo unspecified)	3.9e-07M*	-1%	6.9%[0.369 µM]	i	-27%	-3%	i	3e-07M*	0%	15%	-5%
c1ccc(-c2nc(NCCCN3CCOCC3)c3ccccc3n2)cc1	i	5%	0.8%	i	u	-2%	u	u	4%	u	4%
COc1ccc(N(CC(=O)NCCSC(C)(C)C)S(C)(=O)=O)c(OC)c1	x	-2%	2.8%[0.0738 µM]	x	-10%	-6%[11 µM]	x	x	-5%	u	9%[9.17 µM]
COc1cc(NS(C)(=O)=O)c(OC)cc1NC(=O)c1ccccc1	i	1%	-0.6%	i	-20%	-7%	i	i	3%	13%	-6%
O=C(NCCN1CCOCC1)NC1(C(F)(F)F)Oc2ccccc2O1	3.7e-08M*	2%	0.0%	i	14%	3%	i	4e-08M*	-1%	u	-2%
COc1ccc(C2/C(=C(\O)c3ccc4c(c3)OCCO4)C(=O)C(=O)N2CCCN(C)C)cc1 (stereo unspecified)	i	-1%[25.5 µM]	x	i	x	x	i	i	-3%[20.6 µM]	x	x
COc1ccc(CNc2ccnc(-c3cccc(NS(C)(=O)=O)c3)n2)c(OC)c1	i	0%[2.29 µM]	0.5%	i	-12%	-3%	i	i	-2%[9.22 µM]	u	3%
COc1ccc(N2CCN(Cc3nc4ccccc4c(=O)[nH]3)CC2)cc1	u	1%	-0.1%	i	-21%	-3%	i	u	0%	-3%	4%
Cc1nc(NC2CCCCC2)c2nc(-c3ccccc3)n(C(C)CN(C)C)c2n1 (stereo unspecified)	x	x	-0.5%	x	-12%	-9%	x	x	x	1%	-7%
CCCCn1c(SCC(=O)NCC2CCCO2)nc2ccc(N3CCOCC3)cc2c1=O (stereo unspecified)	7.1e-08M*	-4%	10%[0.369 µM]	i	13%	u	i	6.2e-08M*	0%	u	-7%
COC(=O)CC1C(=O)NCCN1C(=O)c1ccccc1 (stereo unspecified)	i	0%	-0.5%	i	6%	u	i	i	4%	7%	7%
C=C(C)Cn1c(SCC)nc2ccccc2c1=O	i	1%	-0.2%[57.5 µM]	i	9%	2%	i	i	0%	u	-2%
Cn1cccc1C(=O)N1CCC2(CC1)CN(C(c1ccccc1)c1ccccc1)C2	i	1%[11.4 µM]	5.6%	i	-14%	u	i	i	-2%[9.22 µM]	-19%	-11%
Cc1cc(C)n2nc(SC3CCCCN(C(=O)c4ccc(F)cc4)C3=O)nc2n1 (stereo unspecified)	i	4%	0.1%[57.5 µM]	i	-27%	-1%	u	i	0%	21%	-3%
Cc1cccc(C)c1OCC(=O)Nn1c(C)nc2ccccc2c1=O	i	1%	-1.4%	i	u	-11%	u	i	6%	6%	3%
Cc1nn(Cc2ccccc2)c(C)c1NC(=O)c1cc(-c2ccc3c(c2)OCO3)on1	u	-2%	-0.8%	i	u	2%	i	1.3e-08M*	3%	u	-14%
CC(C)CCNC(=O)C1CCCN(S(=O)(=O)c2ccc(F)cc2)C1 (stereo unspecified)	i	2%	2.0%	i	-5%	0%	i	i	2%	-9%	-1%
O=C1CC(=O)N(Cc2ccco2)C(=O)N1	i	-1%	u	i	-10%	-3%	u	i	-3%	5%	5%
COc1ccc(Cl)cc1S(=O)(=O)N1CCN(c2ccc(F)cc2)CC1	x	0%	-1.1%	x	14%	11%	x	x	-6%	-9%	-9%
O=C(c1cccnc1)N1CCN(S(=O)(=O)c2ccc(S(=O)(=O)N3CCCC3)cc2)CC1	i	4%	x	i	-3%	0%	i	i	3%	4%	-6%
CN(C)c1ncc2nc(-c3cccs3)c(=O)n(CCc3ccccc3)c2n1	u	1%[11.4 µM]	u	u	4%	-1%	i	u	16%[9.22 µM]	u	20%
COc1ccc(N2CCN(C(=O)c3ccc(OCC4CCCO4)cc3)CC2)cc1 (stereo unspecified)	i	-1%	-0.6%[57.5 µM]	u	2%	-8%	u	i	3%	0%	4%
COc1ccccc1/C=c1\sc2nc(-c3cccs3)nn2c1=O	u	-1%	-0.7%	i	-20%	-3%	i	u	0%	-16%	-7%
O=C(NCc1cccs1)C1CC(=O)N(c2ccc(F)cc2)C1 (stereo unspecified)	i	6%	x	i	-3%	0%	i	i	0%	1%	0%

# Grouped by structure, the compounds so far with a thiophene ring, fused or not.
SMILES	A350 autofl	FLuc inh	HBB splice mod	Texas Red fluor	ERK AVP block	Hsp90 Hop PPI	Fluorescein autfl	4-MU autofl	GFP derepression	CRE-bla Fsk	UbGFP stabilizer
O=C(Nc1ccon1)c1sc2cc(F)ccc2c1Cl	i	-14%	2.1%	i	6%	0%	i	i	1%	-11%	2%
CN(C)c1ncc2nc(-c3cccs3)c(=O)n(CCc3ccccc3)c2n1	u	1%[11.4 µM]	u	u	4%	-1%	i	u	16%[9.22 µM]	u	20%
COc1ccccc1/C=c1\sc2nc(-c3cccs3)nn2c1=O	u	-1%	-0.7%	i	-20%	-3%	i	u	0%	-16%	-7%
O=C(NCc1cccs1)C1CC(=O)N(c2ccc(F)cc2)C1 (stereo unspecified)	i	6%	x	i	-3%	0%	i	i	0%	1%	0%

# The listing continues:
SMILES	A350 autofl	FLuc inh	HBB splice mod	Texas Red fluor	ERK AVP block	Hsp90 Hop PPI	Fluorescein autfl	4-MU autofl	GFP derepression	CRE-bla Fsk	UbGFP stabilizer
O=c1cc(N2CCN(c3ccccc3F)CC2)[nH]c(=O)n1-c1ccc(Br)cc1	x	1%	0.1%	x	x	-2%	x	x	x	-12%	-12%
COc1ccccc1OCC(O)Cn1c(=N)n(Cc2ccccc2)c2ccccc21 (stereo unspecified)	u	2%	-2.8%[57.5 µM]	i	-9%	-6%	u	u	2%	u	3%
Cc1[nH]nc2c1C(c1cccnc1)N(c1ccc(Br)cc1)C2=O (stereo unspecified)	i	-2%	-4.9%[57.5 µM]	i	12%	-1%	u	i	0%	-1%	7%
Nc1nc(SCc2ccccc2)[nH]c(=O)c1-c1ccccc1	i	-2%	-1.2%	i	2%	-4%	i	i	-3%	u	4%
CC1CCN(S(=O)(=O)c2ccc3[nH]c(=O)c(=O)[nH]c3c2)CC1	u	2%	-1.0%	i	33%	4%	i	u	6%	u	3%
